# Assay outcomes as filed in PubChem BioAssay.
# procasp7 counter: counter-screen for procaspase-3 activators: activators of human procaspase-7; P55210; recombinant procaspase-7, Ac-DEVD-pNA absorbance 405 nm; D23A/D198A/D206A triple mutant, cannot self-cleave; scale: DMSO 0, 5 µM enzyme 100; activation, % at 8.5 µM; 330,000 compounds, 0.093% hits;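 active = percent activation above the screen-wide mean plus 3 SD, cut at about 25% in these data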
#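 Assay system: Uncleavable procaspase-7 mutant enzyme / Input: 2 µM procaspase-7 mutant as dispensed / Dosing: single nominal 8.5 µM compound dose, 0.8% DMSO final / Timing: 1 h enzyme–compound preincubation and 2 h substrate reaction, both 25 °C / Detection: p-Nitroaniline absorbance at 405 nm, read at 0 and 120 min / Replication: singlicate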
# EBNA-1 inhibitor: blocks EBNA-1 binding to DNA; EBNA-1 DNA binding, fluorescence polarization; inhibition, % at 14.8 µM; 300,000 compounds, 0.34% hits; AID 1950; in the data active = inhibition above about 28%
# ZTA DNA inh: counter-screen for EBNA-1 inhibitors: inhibitors of Epstein-Barr virus ZTA. P03206. ZTA-DNA binding, fluorescence polarization. inhibition, % at 11 µM. 320,000 compounds, 0.15% hits; in the data active = inhibition above about 33%
# MEP2-GFP yeast: yeast TOR pathway MEP2-GFP modulation | S. cerevisiae MEP2-GFP strain, flow cytometry GFP, 3 h; 100% = DMSO control level | GFP response vs DMSO, % at 10 µM | 330,000 compounds, 0.51% hits | AID 2016;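 active = GFP response versus DMSO above a set limit, roughly screen mean plus 3 SD, cut at about 180% in these data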;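 also: median GFP fluorescence of the barcode-gated MEP2-GFP cells per well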
# AHR act: activators of human aryl hydrocarbon receptor. activation, % at 5 µM. P35869. 320,000 compounds, 2.5% hits. AHR-responsive luciferase reporter cells, luminescence. AID 2796; in the data active = activation above about 47%;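 also: 0% = vehicle wells and 100% = reference agonist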
# Target sequence (P35869 whole entry, looked up): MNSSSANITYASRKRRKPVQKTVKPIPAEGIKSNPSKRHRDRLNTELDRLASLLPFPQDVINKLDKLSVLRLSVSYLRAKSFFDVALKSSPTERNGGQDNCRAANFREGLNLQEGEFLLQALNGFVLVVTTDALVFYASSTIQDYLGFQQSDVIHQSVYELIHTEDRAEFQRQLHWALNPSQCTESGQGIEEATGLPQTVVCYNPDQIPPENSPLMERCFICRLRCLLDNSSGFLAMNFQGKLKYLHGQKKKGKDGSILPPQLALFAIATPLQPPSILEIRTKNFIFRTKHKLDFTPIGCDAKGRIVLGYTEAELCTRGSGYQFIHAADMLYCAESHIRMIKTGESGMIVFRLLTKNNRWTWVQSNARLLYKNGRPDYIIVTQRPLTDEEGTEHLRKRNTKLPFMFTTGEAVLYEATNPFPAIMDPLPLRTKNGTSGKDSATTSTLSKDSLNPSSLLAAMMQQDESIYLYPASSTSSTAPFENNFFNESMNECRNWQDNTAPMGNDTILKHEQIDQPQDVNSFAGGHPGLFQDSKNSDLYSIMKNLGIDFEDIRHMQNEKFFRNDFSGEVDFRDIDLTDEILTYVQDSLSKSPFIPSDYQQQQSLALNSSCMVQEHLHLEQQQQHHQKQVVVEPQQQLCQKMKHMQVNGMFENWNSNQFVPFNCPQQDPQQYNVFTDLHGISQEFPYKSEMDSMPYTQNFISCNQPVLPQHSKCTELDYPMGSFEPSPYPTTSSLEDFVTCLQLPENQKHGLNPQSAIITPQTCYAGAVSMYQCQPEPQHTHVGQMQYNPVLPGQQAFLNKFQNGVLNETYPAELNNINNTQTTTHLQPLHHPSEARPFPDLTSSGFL
# LAP4-GFP MLPCN: modulators of TOR pathway LAP4-GFP in S. cerevisiae; AID 2023; GFP response vs DMSO, % at 10 µM; 320,000 compounds, 0.34% hits; S. cerevisiae LAP4-GFP multiplex, flow cytometry GFP, 3 h; median GFP as percent of DMSO wells;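 active = GFP response vs DMSO above a set limit, about the screen mean plus 3 SD, cut at about 150% in these data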
# proCasp3 act: activators of human procaspase-3. P42574. recombinant procaspase-3 D3A, Ac-DEVD-pNA absorbance 405 nm. activation, % at 8.5 µM. 330,000 compounds, 0.11% hits. AID 463141;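 active = activation above the mean of all tested compounds plus 3 SD, cut at about 21% in these data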;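 also: 0% = DMSO alone and 100% = DMSO wells spiked with extra 5 µM PC-3 D3A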
# Target sequence (P42574 whole entry D9A/D28A/D175A): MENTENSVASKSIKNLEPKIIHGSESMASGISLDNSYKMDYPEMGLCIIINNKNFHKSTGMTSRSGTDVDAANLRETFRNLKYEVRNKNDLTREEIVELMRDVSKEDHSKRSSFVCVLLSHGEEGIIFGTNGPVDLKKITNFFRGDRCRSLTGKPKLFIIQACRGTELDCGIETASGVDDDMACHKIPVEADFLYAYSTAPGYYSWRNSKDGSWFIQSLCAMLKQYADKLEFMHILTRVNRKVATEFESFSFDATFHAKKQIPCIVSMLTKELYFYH
#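 material = Procaspase-3 D3A mutant | probe or stimulus = Ac-DEVD-pNA | compound = single dose, 8.5 µM nominal compound, 0.8% DMSO | timing = 1 h preincubation, 2 h reaction | measured by = 405 nm absorbance of p-nitroaniline, reads at 0 and 120 min | benchmarks = DMSO-only low control, 5 µM PC-3 D3A high control | repeats = singlicate, each compound tested once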
# RPL19A-GFP yeast: alters RPL19A-GFP fluorescence in TOR pathway yeast screen. S. cerevisiae RPL19A-GFP strain, flow cytometry, 3 h; stronger effect = lower value. percent response vs DMSO, % at 10 µM. 330,000 compounds, 0.3% hits. AID 2025;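 active = percent response vs DMSO below 50%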;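 also: median channel GFP fluorescence of the barcoded RPL19A-GFP strain; ratio of sample median GFP to plate DMSO average so 100% = DMSO; lower means less RPL19A-GFP as with rapamycin TOR inhibition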
# * = called active by the depositor; . = no result given; [ ] = remark or other dose.
# The opening two records, ahead of the listing:
compound,procasp7 counter,EBNA-1 inhibitor,ZTA DNA inh,MEP2-GFP yeast,AHR act,LAP4-GFP MLPCN,proCasp3 act,RPL19A-GFP yeast
CC1=C(C(=O)Nc2ccccc2)C(c2coc3ccccc3c2=O)C2=C(CCCC2=O)N1 (stereo unspecified),1.1,6.0,-16.9,103.9,44.9,99.2,2.9,103.2
O=C(O)C(Cc1ccc(O)cc1)N1C(=O)c2c(Cl)c(Cl)c(Cl)c(Cl)c2C1=O (stereo unspecified),9.4,-0.3,-2.5,108.4,0.6,115.5,-10.6,100.0

# Main list, from the first entry:
compound,procasp7 counter,EBNA-1 inhibitor,ZTA DNA inh,MEP2-GFP yeast,AHR act,LAP4-GFP MLPCN,proCasp3 act,RPL19A-GFP yeast
CC1=C(C(=O)Nc2ccccc2)C(c2coc3ccccc3c2=O)C2=C(CCCC2=O)N1 (stereo unspecified),1.1,6.0,-16.9,103.9,44.9,99.2,2.9,103.2
O=C(O)C(Cc1ccc(O)cc1)N1C(=O)c2c(Cl)c(Cl)c(Cl)c(Cl)c2C1=O (stereo unspecified),9.4,-0.3,-2.5,108.4,0.6,115.5,-10.6,100.0
COc1cc2c(cc1OC)CN(C(=O)Nc1ccccc1)CC2,10.1,-3.1,-7.1,117.7,-0.9,94.5,4.4,96.0
COc1ccc(C(=O)Nc2nccs2)cc1OC,6.8,5.5,9.5,104.5,34.9,102.3,2.4,99.7
CCOC(=O)/C(=N/Nc1ccc(Cl)cc1)S(=O)(=O)c1ccccc1,8.3,-3.5,2.4,106.9,0.1,109.5,4.5,102.8
CC(Cn1cncn1)C(=O)N1CCN(S(=O)(=O)c2ccccc2)CC1 (stereo unspecified),-10.0,-6.4,-14.9,167.9[may fluoresce violet],-2.5,84.3[may fluoresce violet],-4.6,101.8[may fluoresce violet]
C=CCn1c(O)c(CN2CCOCC2)c(C)c(C#N)c1=O,0.7,4.6,10.1,94.3,0.2,86.1,3.0,86.9
C=CCn1c(=O)c2ccc(C(=O)NCc3ccccc3)cc2n(Cc2ccccc2Cl)c1=O,3.5,14.1,2.1,108.6,2.4,100.4,-4.2,104.8
COc1cc(NC(=O)Cn2ncc3c2-c2ccccc2OC3)cc(OC)c1OC,1.1,-4.2,-14.0,101.0,7.9,104.5,3.4,100.2
COc1cccc(NC(=O)C(c2ccccc2)N2CCN(CC(=O)N3CCOCC3)CC2)c1 (stereo unspecified),2.1,.,-7.8,99.2,17.8,97.1,5.3,93.2
COc1ccccc1CNCC(O)(c1ccc(F)cc1)c1ccc(F)cc1,3.5,-0.8,17.2,109.6,1.2,91.3,1.8,106.9
O=C(c1ccc(Cl)c(S(=O)(=O)N2CCCCC2)c1)N1CCCCCC1,4.1,11.6,3.2,96.6,1.3,83.1,-6.1,93.3
CCn1c(CC(=O)Nc2ccc(C)c(Cl)c2)nnc1SCC(=O)Nc1nc(C)cs1,-4.6,-5.5,-16.3,99.9,2.9,92.4,-1.4,95.0
CCNC(=S)N(Cc1cccs1)Cc1cc2cc(OCC)ccc2[nH]c1=O,-11.1,17.0,3.7,100.8,27.5,90.3,0.7,102.5
CNC(=O)c1ccc(=O)n(Cc2cccc(C(F)(F)F)c2)c1,1.5,-0.5,-0.9,102.0,-0.6,98.3,5.5,98.2
CN(Cc1ccc2nonc2c1)Cc1nc(Cc2cccc(F)c2)no1,-6.2,-12.6,-1.3,103.2,-1.6,93.6,0.2,101.7
CCOC(=O)C1CCN(C(=O)C2(NC(=O)Nc3cccc(F)c3)CCCCC2)CC1,3.5,3.0,13.1,88.1,2.6,94.2,8.9,91.1
Cc1cc(C)c(NC(=O)CCn2nnc3ccccc32)c(C)c1,-5.5,3.4,12.0,103.0,-0.2,101.3,1.7,102.4
COC(=O)[C@@H]1C[C@@]2(O)[C@H](O)[C@H](O)[C@H](O)C[C@H]2N1Cc1cc(F)ccc1F,-5.2,-7.6,-3.0,99.5,0.1,95.2,-6.4,96.5
O=C(O/N=C1\CCCc2ccccc21)C1CC1,-0.7,-3.0,9.4,89.1,-0.6,84.0,3.2,97.7
Cc1ccsc1C(=O)N1CCCC(CO)(Cc2ccccc2)C1 (stereo unspecified),6.7,-5.4,9.4,90.2,1.9,94.7,-2.9,99.9
CCCOc1ccccc1C1CC(=O)Nc2cc3c(cc21)OCO3 (stereo unspecified),1.1,4.5,4.5,99.9,31.2,99.2,-0.8,97.0
COCCCNC(=O)Cn1cnc2sc(C)c(S(=O)(=O)N3CCN(c4ncccn4)CC3)c2c1=O,7.1,-2.5,-4.7,107.6,1.3,106.0,3.2,101.3
COc1ccccc1C(=O)Nc1nnc(SCC(=O)NC2CCCC2)s1,-10.7,2.8,8.3,100.6,3.4,83.5,2.7,102.2
CN1C(=O)C(CC(=O)N2CCN(C(c3ccccc3)c3ccccc3)CC2)N(C)C1=O (stereo unspecified),7.4,-2.5,-7.7,103.1,0.4,101.9,-8.0,102.2
COc1ccc(CNC(C)C(=O)Nc2ccc3ccccc3c2)cc1OC (stereo unspecified),9.1,10.2,13.4,98.2,3.1,93.3,1.6,98.6
O=C(O)c1ccc2c(c1)C1C=CCC1C(c1cc3c(cc1Br)OCO3)N2 (stereo unspecified),0.1,-3.1,17.0,95.2,3.1,96.7,-2.4,95.5
C/C(=N\NC(=O)C(=O)Nc1cccc(C(F)(F)F)c1)c1ccc(Cl)s1,5.7,12.9,-2.9,95.2,-4.9,95.9,-8.6,98.6
COc1ccc(OCC(O)CNC(=O)c2ccc(OC)cc2)cc1 (stereo unspecified),2.1,-3.2,-5.9,96.4,2.2,98.3,1.4,100.3
CCOCCc1nnc(NC(=O)C2CC(=O)N(c3ccc(OCC)cc3)C2)s1 (stereo unspecified),3.3,-1.7,-14.6,97.0,0.9,87.9,8.3,99.8

# Next records follow.
compound,procasp7 counter,EBNA-1 inhibitor,ZTA DNA inh,MEP2-GFP yeast,AHR act,LAP4-GFP MLPCN,proCasp3 act,RPL19A-GFP yeast
Cc1ccc(C(=O)Nc2ccccc2N2CCCC2)cc1,3.7,8.4,-3.4,105.8,8.7,110.2,11.1,102.1
COCCSc1ccccc1C(=O)Nc1nccs1,12.0,7.8,0.0,104.7,5.1,102.7,4.9,97.7
COc1ccccc1NS(=O)(=O)c1ccc(-c2cnc(C3CC3)o2)cc1,-1.6,-8.7,-1.4,104.3,3.9,105.1,-0.3,107.3
COc1cccc(C(=O)Nc2nnc(-c3cccs3)o2)c1,8.6,-0.1,0.7,101.5,22.7,104.1,-1.9,104.7
Cc1ccc(NC(=S)N/N=C/c2c(C)nn(-c3ccccc3)c2N2CCCC2)cc1,3.3,38.6*,-0.3,101.3,13.6,98.5,3.3,106.9
CCOc1ccc(S(=O)(=O)n2nc(C)c(S(=O)(=O)N3CCOCC3)c2C)cc1,1.4,-0.8,-9.4,97.8,1.6,95.2,-0.8,94.7
CNC(=O)c1ccc(-c2ccc(F)cc2)s1,3.3,1.2,-8.9,125.4,-8.6,103.0,0.6,96.0
Cc1ccc(C2NC(=O)NC(O)(C(F)(F)F)C2C(=O)c2cccs2)o1 (stereo unspecified),-0.8,7.7,7.4,103.8,2.0,101.6,-3.0,94.4
O=C1N/C(=C\c2nc3ccccc3s2)c2ccccc21,17.7,5.8,3.8,105.4,12.3,100.9,16.2,99.2
COc1ccc(C(=O)NCCSCc2ccccc2Cl)cc1OC,2.8,-4.7,-9.4,111.5,2.4,98.7,6.2,105.0
O=C1CSc2ccc(S(=O)(=O)NCc3ccccc3)cc2N1,-8.2,-3.3,10.2,110.0,17.4,103.4,3.6,103.4
O=C1CC(c2cccs2)c2cc3c(cc2N1)OCO3 (stereo unspecified),7.1,1.7,-6.1,108.4,2.5,108.3,-5.6,103.1
N/C(=N\OC(=O)CCCc1ccccc1)c1cccc([N+](=O)[O-])c1,1.7,0.6,0.3,104.7,2.1,84.9,-5.4,105.2
COc1ccc(NC(=O)Nc2nnc(Cc3ccccc3)s2)cc1,17.2,1.9,-15.2,106.2,16.1,98.1,12.4,100.7
CC(C)C[C@@H](CO)N1CCN(C)CCC1=O,9.3,-4.7,12.2,94.2,-1.1,124.6,6.8,100.7
O=C(NCCC1=CCCCC1)c1ccc(-n2cncn2)cc1,-3.5,.,-3.2,93.1,8.6,110.7,6.4,92.2
Fc1ccc(-c2ccc(NCCN3CCOCC3)nn2)cc1,0.8,-0.3,-11.7,103.9,2.6,98.2,7.0,102.4
COC(=O)CCC(=O)c1ccc(OC)c(Cl)c1,-8.4,-9.9,-9.1,97.3,-1.8,105.5,4.5,106.4
O=C(O)C(=O)/C(=C\c1cccc(Cl)c1)c1ccc2ccccc2n1,2.8,2.5,2.1,102.4,31.7,109.4,-11.7,100.9
CCCN=C(C)c1c(-c2ccccc2)[nH]n(-c2nc3ccccc3s2)c1=O,10.1,-5.9,11.4,97.4,0.7,89.8,0.1,97.5
CC(=O)c1ccc(NC(=S)Nc2ccc3cn[nH]c3c2)cc1,-12.0,1.8,-11.1,98.5,7.5,121.3,-13.3,99.7
O=C(Nc1c(-c2ccccc2)nc2ncccn12)c1cc2ccccc2oc1=O,-1.9,6.6,-1.6,106.5,0.6,94.6,1.7,100.6
CCCc1c(C(=O)N/N=C/C(C)=C/c2ccco2)nnn1-c1nonc1N,-3.5,-4.8,-6.5,106.4,-1.6,92.8,1.4,100.9
CCn1c(Cc2ccccc2)nnc1SCc1nc2ccccc2c(=O)[nH]1,-4.8,-5.5,-21.4,93.0,3.4,91.9,2.8,96.7
COc1ccc(-c2nc3c(n2O)CCCC3=O)cc1OC,5.7,-4.0,1.3,102.4,5.0,97.5,6.3,.
CCOc1cc(C(=O)N2CCC3(CC2)NCCc2[nH]cnc23)cc(OCC)c1OCC,11.5,-5.0,-11.1,100.4,2.1,104.3,4.0,99.3
Cn1c(=O)c2cc(S(=O)(=O)NCCC(=O)Nc3ccc(F)cc3F)ccc2n(C)c1=O,-6.6,8.3,8.1,105.6,-0.1,100.5,0.0,97.9
COc1ccc(NC(=O)COC(=O)Cc2c[nH]c3ccccc23)cc1OC,3.4,10.9,-8.0,96.3,8.5,94.3,-8.1,102.3
COc1ccccc1/C=C/[C@@H]1C[C@H]2CN(Cc3cccc(Cl)c3)C(=O)[C@]23CCCN13,8.6,-5.5,3.6,104.5,8.1,84.8,10.3,105.8
Cc1ccc(/C=N/NC(=O)c2nnn(-c3nonc3N)c2C(C)C)o1,-7.0,1.1,12.1,98.4,2.4,100.1,12.1,100.4

# Carrying on:
compound,procasp7 counter,EBNA-1 inhibitor,ZTA DNA inh,MEP2-GFP yeast,AHR act,LAP4-GFP MLPCN,proCasp3 act,RPL19A-GFP yeast
COc1ccc(CC(=O)NCC(=O)N/N=C/c2cc(Br)ccc2OC)cc1,2.7,-0.8,-1.8,101.7,11.9,107.7,-5.1,93.8
C#CCOCCOCCOCCNc1nc(N2CCOCC2)nc(N2CCN(C(=O)[C@H](CCCCN)n3cc([C@@H](N)CC(C)C)nn3)CC2)n1,1.7,8.0,6.5,88.8,0.7,104.5,-0.1,98.6
CCOc1ccc2[nH]c3c(=O)n(CCC4=CCCCC4)cnc3c2c1,3.4,-11.2,11.1,101.4,37.1,93.0,-7.2,93.4
CCCN(CCC)CCCn1c(=O)[nH]c2ccccc21,-3.3,5.7,5.2,89.2,0.0,93.2,7.4,96.0

# A few values from the entries so far.
# Value for `CN(Cc1ccc2nonc2c1)Cc1nc(Cc2cccc(F)c2)no1` under ZTA DNA inh: -1.3
# Value for `COc1ccc(CNC(C)C(=O)Nc2ccc3ccccc3c2)cc1OC` (stereo unspecified) under procasp7 counter: 9.1
